# Assay outcomes (PubChem BioAssay)
# hIAP activ: increases human intestinal alkaline phosphatase activity; P09923; purified human IAP, CDP-Star luminescence, 30 min; stronger effect = higher value; 1 = vehicle-only enzyme, 0 = enzyme-free background; activation factor at 10 µM; 0.16% of 330,000 active;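 active = activation factor of the enzyme at least 2-fold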; also: the source names both 10 and 20 µM as test concentration; values of inactives mirror those of a sister screen read the other way
# hIAP block: blocks human intestinal alkaline phosphatase; purified IAP, CDP-Star luminescence, 30 min; inhibition, % at 10 µM; 0.12% of 330,000 active;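 active = inhibition reaching a set limit with compound at 10 µM in the primary screen, cut at about 35% in these data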;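 also: plate controls were DMSO wells with enzyme for no effect and no-enzyme buffer wells for full effect; values of inactives mirror those of a sister screen read the other way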
# mIAP block: blocks mouse intestinal alkaline phosphatase | purified mouse IAP, CDP-Star luminescence, 30 min | inhibition, % at 10 µM | 0.2% of 330,000 active | AID 2806;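 active = inhibition of at least 40% at 10 µM in the primary screen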;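 also: plate controls were DMSO with enzyme for no effect and no enzyme wells for full effect; values of inactives mirror those of a sister screen read the other way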
# APOBEC3A inh: human APOBEC3A DNA deaminase inhibition; P31941; recombinant A3A, FAM/TAMRA ssDNA deamination fluorescence; inhibition, % at 20 µM; 0.41% of 330,000 active; AID 493011;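 active = at least 40% inhibition at 20 µM here, with at most 30% in a related deaminase screen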;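 also: plate controls were A3A with DMSO for no effect and wells lacking A3A enzyme for full effect; some results filed as inactive read as strong as hits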
# Target sequence (P31941 whole entry, looked up): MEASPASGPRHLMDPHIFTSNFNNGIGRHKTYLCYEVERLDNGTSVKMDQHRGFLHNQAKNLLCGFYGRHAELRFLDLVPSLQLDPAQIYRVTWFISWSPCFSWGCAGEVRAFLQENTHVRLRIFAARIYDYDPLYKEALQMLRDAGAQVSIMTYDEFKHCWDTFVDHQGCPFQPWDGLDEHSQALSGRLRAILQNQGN
# SENP1 FRET inh: inhibitors of human SENP1 SUMO protease catalytic domain. 0.21% of 360,000 active. inhibition, % at 10 µM. Q9P0U3. recombinant SENP1 catalytic domain, CyPet-SUMO1-YPet FRET cleavage. AID 624204;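 active = inhibition at least 30% at 10 µM, raw YFP signal under a set limit, fluorescence ratio 0.5 to 1.5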;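 also: 0% = enzyme with DMSO and 100% = no enzyme wells; some results filed as inactive read as strong as hits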
# Target sequence (Q9P0U3 419-644 limits assumed): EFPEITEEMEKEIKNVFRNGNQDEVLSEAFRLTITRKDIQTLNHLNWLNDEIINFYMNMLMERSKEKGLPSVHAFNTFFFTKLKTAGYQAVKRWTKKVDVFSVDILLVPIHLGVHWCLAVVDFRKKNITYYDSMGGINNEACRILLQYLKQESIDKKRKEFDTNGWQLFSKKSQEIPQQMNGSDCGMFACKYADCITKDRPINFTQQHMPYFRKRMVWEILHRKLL
#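 system = hSENP1 catalytic domain, recombinant | reagent = SFCypet-SUMO1-SFYpet substrate at 25 nM | doses = one dose per compound, 10 µM, 0.5% DMSO | incubation = enzyme reaction for 50 min at room temperature, dark | measured by = FRET, CFP and YFP emission | controls = no-enzyme low, enzyme-DMSO high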
# APOBEC3G inh: APOBEC3G (human) deaminase inhibition; recombinant A3G, ssDNA deamination FAM/TAMRA fluorescence; inhibition, % at 20 µM; 0.28% of 330,000 active; AID 493012;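 active = inhibition of at least 40% at 20 µM, with no more than 30% in the related APOBEC3A deaminase screen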;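 also: plate controls were DMSO wells with A3G for no effect and wells lacking A3G enzyme for full effect; some compounds called inactive have numbers as strong as hits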
# Target sequence (Q9HC16 whole entry, looked up): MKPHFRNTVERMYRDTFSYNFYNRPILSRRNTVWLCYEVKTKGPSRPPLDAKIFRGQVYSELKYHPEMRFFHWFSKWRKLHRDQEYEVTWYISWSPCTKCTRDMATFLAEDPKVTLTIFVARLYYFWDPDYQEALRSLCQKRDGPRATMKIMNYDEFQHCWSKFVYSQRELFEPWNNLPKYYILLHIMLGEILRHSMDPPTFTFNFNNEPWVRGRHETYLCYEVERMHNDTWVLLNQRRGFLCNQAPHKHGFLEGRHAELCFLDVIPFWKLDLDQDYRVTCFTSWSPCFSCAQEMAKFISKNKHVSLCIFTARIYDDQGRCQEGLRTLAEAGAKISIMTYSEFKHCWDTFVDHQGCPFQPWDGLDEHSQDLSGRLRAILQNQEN
# mIAP activ: mouse IAP activation. muIAP, CDP-Star luminescence, 30 min; stronger effect = higher value; 1 = vehicle-only enzyme signal, 0 = enzyme-free wells. activation factor at 10 µM. 0.24% of 330,000 active. AID 2805;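 active = activation factor of at least 2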; also: the source names both 10 and 20 µM as test concentration; values of inactives mirror those of a sister screen read the other way
#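 Assay system: mouse IAP enzyme; Reagent: CDP-Star chemiluminescent phosphatase substrate; Compound: DMSO-dissolved test compounds; Incubation: 30 min, room temperature; Technique: luminescence from enzymatic CDP-Star hydrolysis; Controls: DMSO-only wells and no-enzyme negative control.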
# beta cell repl: MIN6 beta-cell proliferation induction. 0.29% of 330,000 active. proliferation, % at 10 µM. MIN6 cells proliferation, ATPlite luminescence, 48 h; cells starved in 0.2% serum; 100% = growth in 10% serum;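 active = compounds whose signal lies at least 3.5 SD above the mean of all wells on their plate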;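 also: 0% = DMSO-treated cells in low-serum medium and 100% = 10% serum control; some compounds called inactive have numbers as strong as hits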
# NALP3 yeast inh: blocks the NALP3 inflammasome reconstituted in yeast. Yeast reconstituted NLRP3/ASC/caspase-1, beta-gal luminescence, 24 h. inhibition, % at 10 µM. 0.39% of 330,000 active. AID 2825;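 active = inhibition of 50% or more; inactive = inhibition below 50%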;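 also: plate controls were induced DMSO wells for no effect and uninduced yeast grown without galactose for full effect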
# Active calls of the source: *; nt = no result given. These rows are one share of the data. The share of hits here may be higher or lower than overall.
SMILES,hIAP activ,hIAP block,mIAP block,APOBEC3A inh,SENP1 FRET inh,APOBEC3G inh,mIAP activ,beta cell repl,NALP3 yeast inh
Nn1c(-c2ccco2)n[nH]c1=S,0.973,2.7,4.0,-2.8,1.0,15.4,0.96,1.4,19.5
Cc1c(Br)c([N+](=O)[O-])nn1CC(=O)Nc1ccc2nc3n(c(=O)c2c1)CCCC3,1.17,-17.3,5.6,0.0,1.3,-3.1,0.944,3.3,9.7
c1ccc2sc(N3CCOCC3)nc2c1,0.833,16.7,-0.6,-1.5,-0.9,-1.5,1.01,-3.5,-4.2
COC(=O)c1ccc(C2c3[nH]c4ccccc4c3C[C@H]3C(=O)N(C)CC(=O)N23)cc1 (stereo not given in full),1.01,-1.5,-19.5,6.0,-0.8,3.2,1.2,-1.7,16.8
CCOc1ccc(S(=O)(=O)NCCC(=O)NCC2CCCO2)cc1 (stereo not given),1.07,-6.7,-4.0,-2.5,-0.5,-9.1,1.04,-0.9,10.4
Cc1ccc(C)c(N(C(=O)Cc2cccs2)C(C(=O)NC2CCCC2)c2ccc(C)o2)c1 (stereo not given),0.999,0.1,-6.9,-0.6,2.5,-1.4,1.07,-0.4,11.2
CNC(=O)Cc1csc2ccc(C)cc12,1.1,-10.3,2.5,8.6,1.1,-1.1,0.975,-2.2,16.6
CCCN(CCC)S(=O)(=O)c1ccc(Cl)c(OC)c1,0.856,14.4,-3.5,4.3,1.2,3.3,1.03,-3.3,10.1
CCCCn1c(CN2C(=O)c3ccccc3C2=O)nc2ccccc2c1=O,0.829,17.1,0.2,-5.9,0.4,-2.3,0.998,-1.1,20.3
Cc1ccnn1CC(=O)N/N=C/c1c[nH]c2ccccc12,1.17,-17.4,7.0,-3.0,-1.9,-6.3,0.93,-0.7,7.5
CC(=O)N1CC23C=CC(CC2CC12CCCCCC2)O3 (stereo not given),1.09,-8.8,-7.3,-1.1,1.9,9.8,1.07,-3.3,23.0
CCOC(=O)c1c(C)[nH]c(=S)c(C#N)c1-c1ccc(OC)cc1,1.16,-16.0,-13.0,-2.7,-19.6,-2.2,1.13,-2.1,1.3
Cc1ccc(C(=O)N2CCN(S(=O)(=O)c3ccccc3C#N)CC2)cc1S(=O)(=O)N1CCOCC1,1.12,-11.6,11.3,-1.6,0.1,-5.8,0.887,1.4,8.0
NNC(=O)CN1C(c2ccccc2)=Nc2ccc(Br)cc2C1c1ccccc1 (stereo not given),1.05,-5.1,-1.2,-1.1,1.6,-13.6,1.01,1.7,12.0
CNC(=O)CC1C(=O)N(c2ccc(Cl)cc2)C(=S)N1CCc1ccc(OC)c(OC)c1 (stereo not given),1.03,-3.2,-19.7,-2.7,1.2,-2.7,1.2,5.3,-1.5
CCN1CCN(CCCNC(=O)c2cc3sccc3n2CC)CC1,1.15,-14.5,5.2,-7.1,-10.6,-6.1,0.948,-4.2,0.7
COC(=O)c1c(NC(=O)Cc2cccs2)sc2c1CCCC2,0.829,17.1,11.5,24.9,-17.3,18.2,0.885,-3.5,24.8
CCOC(=O)Cc1nc(-c2ccccc2)n[nH]1,0.858,14.2,2.5,0.1,0.9,-2.4,0.975,-2.6,12.6
Cc1ccc(C2=NN(S(C)(=O)=O)C(c3ccc4nccnc4c3)C2)cc1 (stereo not given),0.912,8.8,1.6,1.5,-0.9,-1.1,0.984,2.8,7.3
O=C(NCC1CCCO1)C1C2C=CC3(CN(Cc4cccs4)C(=O)C13)O2 (stereo not given),0.885,11.5,4.5,3.3,-0.8,-3.9,0.955,4.7,11.6
Cc1cc(C)c(CSc2nnnn2-c2ccc(C(=O)O)cc2)c(C)c1,0.88,12.0,8.0,-2.8,2.5,-7.4,0.92,-1.4,16.4
COc1ccccc1-c1cc(C(=O)Nc2sc3c(c2C#N)CCC(C)C3)c2ccccc2n1 (stereo not given),0.868,13.1,11.9,-2.3,-2.0,-3.3,0.881,-0.8,12.9
Cc1cc(=S)[nH]c2c(C)cccc12,0.871,12.9,5.6,-1.8,0.6,78.7*,0.944,-2.5,20.1
O=C(Nc1nccs1)c1ncc(Cl)c(Cl)c1Cl,0.974,2.6,0.8,-1.4,0.2,-9.0,0.992,-6.5,-22.0
Oc1ccc(/C=N/Nc2nn3cnnc3c3ccccc23)cc1,1.01,-0.9,-9.9,-1.7,2.3,-8.8,1.1,-3.9,2.6
OCC[C@H]1C[C@H](O)[C@@H](O)[C@]2(CCc3ccccc3CO2)O1,1.12,-12.2,-5.0,-1.0,2.8,-7.0,1.05,-4.3,11.4
CCOc1cc(C2NN=C(c3ccccc3)S2)ccc1OCc1ccccc1Cl (stereo not given),0.907,9.3,-1.0,-2.1,1.0,-1.2,1.01,-2.6,25.2
CCCCN(C(=O)c1c(CC)noc1C)c1c(N)n(CCCC)c(=O)[nH]c1=O,1.1,-10.3,-4.2,43.9*,-3.7,-0.3,1.04,-2.7,10.1
CCOC(=O)C(=Cc1c[nH]c2ccc(S(=O)(=O)N(C)C)cc12)C(=O)OCC,1.02,-2.4,15.2,0.7,-0.5,-6.9,0.847,-4.1,-1.6
CCCOc1cc(C)c(S(=O)(=O)N2CCN(C)CC2)cc1C,1.14,-14.4,-7.4,-1.5,-2.0,-0.4,1.07,2.1,28.2

# In the list so far, ten contain four or more nitrogen atoms.
SMILES,hIAP activ,hIAP block,mIAP block,APOBEC3A inh,SENP1 FRET inh,APOBEC3G inh,mIAP activ,beta cell repl,NALP3 yeast inh
Nn1c(-c2ccco2)n[nH]c1=S,0.973,2.7,4.0,-2.8,1.0,15.4,0.96,1.4,19.5
Cc1c(Br)c([N+](=O)[O-])nn1CC(=O)Nc1ccc2nc3n(c(=O)c2c1)CCCC3,1.17,-17.3,5.6,0.0,1.3,-3.1,0.944,3.3,9.7
Cc1ccnn1CC(=O)N/N=C/c1c[nH]c2ccccc12,1.17,-17.4,7.0,-3.0,-1.9,-6.3,0.93,-0.7,7.5
Cc1ccc(C(=O)N2CCN(S(=O)(=O)c3ccccc3C#N)CC2)cc1S(=O)(=O)N1CCOCC1,1.12,-11.6,11.3,-1.6,0.1,-5.8,0.887,1.4,8.0
NNC(=O)CN1C(c2ccccc2)=Nc2ccc(Br)cc2C1c1ccccc1 (stereo not given),1.05,-5.1,-1.2,-1.1,1.6,-13.6,1.01,1.7,12.0
CCN1CCN(CCCNC(=O)c2cc3sccc3n2CC)CC1,1.15,-14.5,5.2,-7.1,-10.6,-6.1,0.948,-4.2,0.7
Cc1ccc(C2=NN(S(C)(=O)=O)C(c3ccc4nccnc4c3)C2)cc1 (stereo not given),0.912,8.8,1.6,1.5,-0.9,-1.1,0.984,2.8,7.3
Cc1cc(C)c(CSc2nnnn2-c2ccc(C(=O)O)cc2)c(C)c1,0.88,12.0,8.0,-2.8,2.5,-7.4,0.92,-1.4,16.4
Oc1ccc(/C=N/Nc2nn3cnnc3c3ccccc23)cc1,1.01,-0.9,-9.9,-1.7,2.3,-8.8,1.1,-3.9,2.6
CCCCN(C(=O)c1c(CC)noc1C)c1c(N)n(CCCC)c(=O)[nH]c1=O,1.1,-10.3,-4.2,43.9*,-3.7,-0.3,1.04,-2.7,10.1

# New compounds follow:
SMILES,hIAP activ,hIAP block,mIAP block,APOBEC3A inh,SENP1 FRET inh,APOBEC3G inh,mIAP activ,beta cell repl,NALP3 yeast inh
O=C(CNC(=O)c1ccccc1F)N/N=C/c1cccs1,1.07,-6.9,-8.8,-1.5,-0.4,-10.9,1.09,-2.1,9.5
CC(=O)N1c2ccc(S(=O)(=O)N3CCC(C(=O)Nc4cccc(C)n4)CC3)cc2CC1C (stereo not given),1.15,-15.0,0.2,-4.9,1.2,-6.0,0.998,-2.1,14.3
O=C(NC(Cc1ccccc1)C(=O)O)/C(=C/c1ccc(Br)cc1)NC(=O)c1ccc(Br)o1 (stereo not given),0.762,23.8,-5.0,1.3,-25.4,4.8,1.05,2.6,1.6
Cc1ccc(-n2nc3c(=O)n(CCCC(=O)NCc4ccccc4F)nc(C)c3c2C)cc1,0.951,4.9,-1.8,-3.0,-0.9,-1.3,1.02,-3.5,4.7
CCc1ccc(N(C(=O)CNC(=O)c2ccco2)C(C(=O)NCC2CCCO2)c2ccccc2)cc1 (stereo not given),1.12,-11.9,-2.3,-1.3,0.2,-6.2,1.02,-2.1,7.3
N#Cc1cc([N+](=O)[O-])ccc1Oc1cccc(/C=N/NC(=O)c2cccc(Cl)c2)c1,0.911,8.9,13.7,0.1,1.0,-2.3,0.863,-4.4,7.4
COc1ccc(N/N=C(\C#N)C(=N)N2CCOCC2)cc1,1.1,-10.5,-1.7,-8.8,-1.4,-7.0,1.02,-2.8,4.6
CCOC(=O)c1cc(OC(=O)c2cccc([N+](=O)[O-])c2)n(-c2ccccc2)n1,1.11,-10.6,4.7,-1.0,1.4,-3.0,0.953,2.1,10.0
Nc1c(Cl)ncnc1NCc1ccccc1,1.16,-16.3,2.1,-3.1,-0.5,-3.1,0.979,-4.1,10.4
O=C(COc1ccccc1F)NNC(=O)Cn1c(=O)cnc2ccccc21,1.53,-52.9,-2.9,2.2,2.8,-2.0,1.03,-5.6,11.6
NC1=NC[C@H](Cc2ccccc2)N1CCCCC1CCCCC1,0.975,2.5,-12.9,-1.7,0.5,-8.8,1.13,-8.6,-2.9
COc1ccc(-n2nc(C(=O)NCC(=O)NC(C)C)c3ccccc3c2=O)cc1Cl,0.989,1.1,8.7,-2.2,2.3,-4.6,0.913,-0.6,4.4
Cc1nn(Cc2ccc(Cl)cc2)c(C)c1NC(=O)c1cc(C(C)C)on1,1,-0.4,1.9,-2.7,4.1,-10.1,0.981,-1.6,13.9
Cc1sc2ncnc(SCC(=O)N3CCC(c4noc5ccc(F)cc45)CC3)c2c1C,0.94,6.0,2.3,-0.8,2.5,-1.7,0.977,-5.7,7.5
COc1ccc(C2Nc3ccccc3C(=O)N2c2ccc(F)cc2)cc1Cn1nnc2ccccc21 (stereo not given),0.912,8.8,-28.3,0.5,-3.3,-4.5,1.28,-2.8,-6.9
CC(C)CCNc1ncnc2c1nnn2Cc1ccccc1Cl,0.199,80.1*,3.6,1.3,0.8,-4.7,0.964,-3.6,19.3
O=C(CC1Nc2ccccc2NC1=O)c1ccccc1 (stereo not given),0.991,1.0,9.8,0.4,nt,-3.2,0.902,-2.8,23.8
